Screening results as filed in PubChem BioAssay.
K1F lysis inhibition – inhibition of K1F phage lysis, E. coli UTI89, bacterial capsule biogenesis inhibitors, alamar blue (AID 488966); hit rate 0.02% among 340,000; one-dose inhibition, % at 100 µM; IC50 in µM for titrated hits; E. coli UTI89 K1F phage lysis, alamar blue, 2 h; higher % means a stronger effect;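 active means phage lysis inhibition, versus mean bacterial control, above a set limit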;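 further: capsule biogenesis inhibitors block K1F phage lysis so surviving cells raise fluorescence; higher fluorescence means more inhibition of phage lysis; actives were called in the ten point dose series up to 300 µM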
NTR1 ag – NTR1-driven beta-arrestin-GFP spot formation – imaging, U2OS cells, high content, primary screen (AID 493036); agonist mode; activation, % at 20 µM; hit rate 0.17% among 330,000;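 active means activation at or above 40% of the spot to cytoplasm intensity ratio, with at least 20 cells analyzed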;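 further: 0% = DMSO without peptide and 100% = 100 nM NTR1 peptide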
Target sequence (P30989 whole entry, looked up): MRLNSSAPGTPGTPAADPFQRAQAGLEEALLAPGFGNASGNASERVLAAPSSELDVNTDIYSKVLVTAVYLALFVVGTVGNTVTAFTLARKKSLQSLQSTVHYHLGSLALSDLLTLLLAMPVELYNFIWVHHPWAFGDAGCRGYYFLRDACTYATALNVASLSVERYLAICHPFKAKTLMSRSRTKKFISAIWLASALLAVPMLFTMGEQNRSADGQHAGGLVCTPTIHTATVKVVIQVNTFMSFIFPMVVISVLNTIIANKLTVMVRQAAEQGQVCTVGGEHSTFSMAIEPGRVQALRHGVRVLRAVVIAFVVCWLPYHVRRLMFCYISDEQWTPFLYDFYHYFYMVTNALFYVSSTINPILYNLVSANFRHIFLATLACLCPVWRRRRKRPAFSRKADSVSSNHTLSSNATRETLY
Rac1 GTP hydrolysis – MgcRacGAP GTPase-activating activity inhibitors, confirmation, biochemical, ADP Hunter fluorescence | hit rate 0.6% among 340,000 | one-dose inhibition, % at 30 µM; IC50 in µM for titrated hits | MgcRacGAP-stimulated Rac1 GTP hydrolysis, ADP Hunter fluorescence; higher % means a stronger effect; GST-tagged Rac1 F28L mutant substrate | AID 624330;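 active means first-screen hits whose inhibition reached a set limit at any dose in the follow-up dose series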;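 further: fluorescence reports GDP produced by GAP-driven GTP hydrolysis; strong numbers were not always called active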
NTR1 ag cell count 20 µM – further read-out of NTR1 ag, marked with its call; cell count; measured here: cell count, cytotoxicity flag
* hit, by the source's call; [ ] = dose if it differs, or a comment. Only part of the results is shown; rates above refer to the full screens.

entry | SMILES | Rac1 GTP hydrolysis | NTR1 ag | K1F lysis inhibition | NTR1 ag cell count 20 µM
1 | COc1ccc(CC(=O)OCC(=O)NC(=O)Nc2ccccc2F)cc1 | 8% | -3.0 | 0.1%[50 µM] | 68
2 | CC[C@]1(C(=O)OC)[C@H]2C(=O)N(Cc3ccccc3)C(=O)[C@H]2[C@H]2CN=C(SCc3ccc(C(=O)OC)cc3)N21 | 10% | 1.8 | 0.1% | 55
3 | COc1ccc(C(CNC(=O)c2ccc(-c3cccc(C(F)(F)F)c3)o2)N2CCOCC2)cc1 (stereo not given) | 7% | 8.7 | -0.5%[50 µM] | 59
4 | Cc1ccc(S(=O)(=O)NCCC(=O)NCCOc2ccccc2)cc1 | 13% | 0.5 | 1.4%[50 µM] | 69
5 | C[C@H]1CN([C@@H](C)CO)C(=O)Cc2cc(NC(=O)CCN3CCOCC3)ccc2O[C@@H]1CN(C)Cc1ccc(Oc2ccccc2)cc1 | 7% | 1.5 | -0.1% | 53
6 | Cc1cc(Cl)ccc1OCC(=O)NNC(=O)C1CSC2(C)CCC(=O)N12 (stereo not given) | 13% | -0.6 | 1.9%[50 µM] | 50
7 | CCN1CCN(c2ccc(N3CCN(S(=O)(=O)c4ccc(C)c([N+](=O)[O-])c4)CC3)nn2)CC1 | 6% | -0.2 | -0.1%[50 µM] | 67
8 | Cc1ccc(S(=O)(=O)N2CCN(C(=O)COC(=O)CSc3ccc(C)c(C)c3)CC2)c(C)c1 | 1% | 2.4 | 0.7%[50 µM] | 63
9 | O=C(CSc1nc(C(F)(F)F)cc(=O)[nH]1)N1CCCC1 | 1% | -1.1 | 0.4% | 69
10 | O=c1cc(-c2ccccc2)oc2ccc(Br)cc12 | -3% | 4.5 | -0.7% | 60
11 | COc1ccc(CCN2CC(C(=O)OC(C)C(=O)Nc3cccc(Cl)c3)CC2=O)cc1OC (stereo not given) | 3% | -1.7 | 0.3%[50 µM] | 54
12 | Cc1cccc(C(=O)NCC(=O)OCC(=O)NCCNC(=O)COC(=O)CNC(=O)c2cccc(C)c2)c1 | -3% | 0.8 | 2.0%[50 µM] | 48
13 | Cc1cc(Br)ccc1NC(=O)CNC(=O)Cc1ccc(S(=O)(=O)N2CCOCC2)s1 | 8% | -0.5 | -1.2% | 43
14 | CCOc1ccc(/C(CCC(=O)O)=N/NC(=O)c2cccc(S(=O)(=O)Nc3ccccc3OC)c2)cc1 | -1% | -1.0 | -2.3% | 58
15 | CCN(CC)S(=O)(=O)c1ccc2[nH]c(=O)cc(C(=O)Nc3ccccc3N3CCOCC3)c2c1 | 2% | 1.5 | 0.9%[50 µM] | 57

Some of the entries above in another layout.
Screens in order: Rac1 GTP hydrolysis, NTR1 ag, K1F lysis inhibition, NTR1 ag cell count 20 µM
1) COc1ccc(CC(=O)OCC(=O)NC(=O)Nc2ccccc2F)cc1
    8%, -3.0, 0.1%[50 µM], 68
2) CC[C@]1(C(=O)OC)[C@H]2C(=O)N(Cc3ccccc3)C(=O)[C@H]2[C@H]2CN=C(SCc3ccc(C(=O)OC)cc3)N21
    10%, 1.8, 0.1%, 55
3) COc1ccc(C(CNC(=O)c2ccc(-c3cccc(C(F)(F)F)c3)o2)N2CCOCC2)cc1 (stereo not given)
    7%, 8.7, -0.5%[50 µM], 59
4) Cc1ccc(S(=O)(=O)NCCC(=O)NCCOc2ccccc2)cc1
    13%, 0.5, 1.4%[50 µM], 69
5) C[C@H]1CN([C@@H](C)CO)C(=O)Cc2cc(NC(=O)CCN3CCOCC3)ccc2O[C@@H]1CN(C)Cc1ccc(Oc2ccccc2)cc1
    7%, 1.5, -0.1%, 53
6) Cc1cc(Cl)ccc1OCC(=O)NNC(=O)C1CSC2(C)CCC(=O)N12 (stereo not given)
    13%, -0.6, 1.9%[50 µM], 50
7) CCN1CCN(c2ccc(N3CCN(S(=O)(=O)c4ccc(C)c([N+](=O)[O-])c4)CC3)nn2)CC1
    6%, -0.2, -0.1%[50 µM], 67
8) Cc1ccc(S(=O)(=O)N2CCN(C(=O)COC(=O)CSc3ccc(C)c(C)c3)CC2)c(C)c1
    1%, 2.4, 0.7%[50 µM], 63
9) O=C(CSc1nc(C(F)(F)F)cc(=O)[nH]1)N1CCCC1
    1%, -1.1, 0.4%, 69
10) O=c1cc(-c2ccccc2)oc2ccc(Br)cc12
    -3%, 4.5, -0.7%, 60
11) COc1ccc(CCN2CC(C(=O)OC(C)C(=O)Nc3cccc(Cl)c3)CC2=O)cc1OC (stereo not given)
    3%, -1.7, 0.3%[50 µM], 54
12) Cc1cccc(C(=O)NCC(=O)OCC(=O)NCCNC(=O)COC(=O)CNC(=O)c2cccc(C)c2)c1
    -3%, 0.8, 2.0%[50 µM], 48

(next part)
entry | SMILES | Rac1 GTP hydrolysis | NTR1 ag | K1F lysis inhibition | NTR1 ag cell count 20 µM
16 | CCN(CC)S(=O)(=O)c1ccc(NC(=O)c2ccc(OCC3CCCO3)cc2)cc1 (stereo not given) | 2% | -0.4 | -0.3%[50 µM] | 54
17 | CC1CCCC(NC(=O)COC(=O)c2cccc(S(=O)(=O)N3CCCCC3)c2)C1C (stereo not given) | 1% | 0.1 | 0.3%[50 µM] | 73
18 | CCC(C)N(C(=O)COC(=O)c1cc([N+](=O)[O-])ccc1N1CCOCC1)C1CCS(=O)(=O)C1 (stereo not given) | 2% | 1.4 | 1.5%[50 µM] | 43
19 | OCCOCCn1c(CCNc2nc(-c3ccc(F)cc3)cs2)nc2cc(C(F)(F)F)ccc21 | 12% | 2.1 | 1.2% | 101
20 | CCOC(=O)CCCC(=O)Nc1ncnc2c1C(c1ccccc1)c1c(ccc3ccccc13)O2 (stereo not given) | 8% | 14 | 1.4% | 58
21 | CCCN1C(=O)CC(=O)N=C1SCC(=O)Nc1ccccc1F | 7% | -2.2 | 0.2% | 58
22 | COCCNC(=O)C1Nc2ccc(OC(F)(F)F)cc2C2C=CCC12 (stereo not given) | 8% | -3.4 | 2.5% | 56
23 | CC(=O)C[C@@H](O)CC(=O)[C@@H]1OC(=O)CCCCCCCc2ccccc21 | 6% | -1.8 | 0.5% | 56
24 | CCOC(=O)c1ccc(NC(=O)CCCN2C(=O)NC3(CCCC3)C2=O)cc1 | 8% | -0.1 | 0.5% | 62
25 | COc1ccc(C2c3c(c(C)c(C)oc3=O)Oc3c(C)c(C)oc(=O)c32)cc1 | 8% | -1.8 | 0.3% | 52
26 | CC(C)(C)N(Cc1ccccc1)C(=O)COC(=O)C1CC1 | 2% | 0.8 | 0.4% | 49
27 | Cc1ccn2cc(C(=O)N3CCN(c4cnn(-c5ccccc5)c(=O)c4Cl)CC3)nc2c1 | 2% | 0.1 | 1.4%[50 µM] | 55
28 | COc1ccc(/C=C/C(=O)OCC(=O)N2CCCCCC2)cc1OC | 1% | 2.9 | -3.0% | 68
29 | CCN(CC)C(=O)c1cccc(NC(=O)c2cc(-c3ccccn3)nc3ccccc23)c1 | 2% | 1.1 | 0.0%[50 µM] | 59
30 | N#CC1(NC(=O)CSc2n[nH]c(-c3ccccc3)n2)CCCCC1 | 5% | 0.2 | 1.0%[50 µM] | 33
31 | CNC(=O)c1ccc(NC(=O)c2cc(S(=O)(=O)N(C)C)ccc2N2CCCC2)cc1 | 3% | -0.5 | 0.8%[50 µM] | 49
32 | CCOC(=O)c1c(NC(=O)CSc2nccn2C)sc(C(=O)NC)c1C | 3% | 1.1 | 1.5%[50 µM] | 52
33 | COCCN(C(=O)C1=COCCO1)c1c(N)n(CC(C)C)c(=O)[nH]c1=O | 0% | 0.9 | 1.1%[50 µM] | 85
34 | CCC(C)N(C(=O)CSc1nc(C)c(C)c(C)c1C#N)C1CCS(=O)(=O)C1 (stereo not given) | 1% | 1.2 | 0.0%[50 µM] | 62
35 | COc1ccc(NC(=O)Nc2ccc3c(c2)C(=O)N([C@H](C)CO)C[C@H](C)[C@@H](CN(C)C(=O)Nc2ccc4c(c2)OCO4)O3)cc1 | 1% | 2.2 | 0.3% | 35
36 | Cc1cc(C)c(OCC(=O)NCCCn2nc(C)cc2C)c(C)c1 | 2% | 2.5 | 0.9%[50 µM] | 75
37 | Cc1ccc(C(=O)N2CCN(c3ccc(N4CCOCC4)nn3)CC2)cc1 | 4% | 0.1 | 0.7%[50 µM] | 51
38 | Cc1cccc(NS(=O)(=O)c2cccc(C(=O)N3CCN(S(=O)(=O)c4ccccc4)CC3)c2)c1 | 3% | 3.4 | 0.5%[50 µM] | 66
39 | CC(=O)N/C(=C\c1ccccc1)C(=O)OCC(=O)N(C)C1CCS(=O)(=O)C1 (stereo not given) | 4% | 2.0 | 0.8%[50 µM] | 98
40 | COc1ccccc1C(=O)NC(=O)COC(=O)c1cccc(C)c1O | 7% | 4.4 | 1.3%[50 µM] | 44
41 | Cc1nc(C(=O)Nc2cc(F)cc(Cl)c2)sc1C1(C)CC(c2ccccc2)=NO1 (stereo not given) | 8% | 1.8 | 3.0% | 76
42 | CC1CCCCN1C(=O)CN1CCN(S(=O)(=O)c2ccc(Br)cc2Cl)CC1 (stereo not given) | 1% | -0.7 | 0.1%[50 µM] | 102
43 | Cc1noc(C)c1NC(=O)Nc1cccc2c1O[C@H](CN(C)S(=O)(=O)c1ccc(F)cc1)[C@@H](C)CN([C@H](C)CO)C2=O | 5% | -0.5 | 1.1% | 71
44 | COc1cc(OC)cc(C(=O)NNC(=O)CCc2nc3ccccc3c(=O)[nH]2)c1 | 0% | -0.3 | 0.5%[50 µM] | 60
45 | Nc1c(C(=O)Nc2ccc3c(c2)OCCO3)nnn1Cc1cccc(Br)c1 | 15% | 1.4 | 0.6%[50 µM] | 49
46 | O=C(COC(=O)CC1SC(N2CCCC2)=NC1=O)Nc1c(F)c(F)c(F)c(F)c1F (stereo not given) | 4% | -0.5 | 0.5%[50 µM] | 39
47 | C[C@@H]1COC(=O)[C@H](CC(=O)OC(C)(C)C)C/C=C\C[C@H](CC(=O)N(CCO)Cc2ccccc2)C(=O)N1 | 2% | -1.6 | -0.1% | 67
48 | CC(=O)NC12CC3CC(C1)CC(C(=O)N1CCN(S(=O)(=O)c4ccc(C(C)C)cc4)CC1)(C3)C2 | 6% | 1.1 | 1.1%[50 µM] | 63
49 | COc1cccc2sc3cc(NCC[C@@H]4CCCN4C)ccc3c(=O)c12 | 11% | 6.1 | 0.7% | 46
50 | COc1cccc(NC(=O)c2cc(-c3ccccn3)nc3ccccc23)c1 | 5% | 1.6 | 0.3%[50 µM] | 62
51 | C=CC[C@H](CC(=O)N(CCO)Cc1ccccc1)C(=O)NCCOC(=O)[C@@H](CC=C)CC(=O)OC(C)(C)C | -9% | -2.0 | 1.4% | 61
52 | CC(/C=N/NC(=O)c1nnn(-c2nonc2N)c1CN1CCCCC1)c1ccccc1 (stereo not given) | 4% | -0.1 | -0.2% | 46
53 | Cc1nc(SCC(=O)NC2CCCCC2C)c(C#N)c(C)c1C (stereo not given) | 2% | 0.3 | 0.5%[50 µM] | 65
54 | CN(c1ccc(F)cc1)S(=O)(=O)c1ccc(Cl)c(C(=O)Nc2ccncc2)c1 | 7% | 4.3 | 0.4%[50 µM] | 60
55 | O=C(C1CCCO1)N1CCN(S(=O)(=O)c2cc(C(F)(F)F)ccc2Cl)CC1 (stereo not given) | -2% | 1.5 | 0.1%[50 µM] | 43
56 | CC(Oc1cccnc1[N+](=O)[O-])C(=O)Nc1cccc(Cl)c1 (stereo not given) | 0% | 0.0 | 0.8%[50 µM] | 80
57 | CCOc1ccc(C(=O)CCC(=O)N2CCN(S(=O)(=O)c3cccc(F)c3)CC2)cc1 | 1% | -1.1 | 0.5%[50 µM] | 59
58 | CN1CCN(C(=O)CNC(=O)c2cccs2)CC1 | 2% | 1.1 | -1.4% | 65
59 | Nc1ccn(CC(=O)NCCCc2ccccc2)c(=O)n1 | 5% | -1.4 | 0.3% | 55
60 | CCc1ccc(-c2nc(SCC(=O)N(CC)C3CCS(=O)(=O)C3)n[nH]2)cc1 (stereo not given) | 6% | 1.2 | 0.4%[50 µM] | 48
61 | c1ccc(CCC2Cc3ccccc3N2)cc1 (stereo not given) | 14% | 0.1 | 0.8% | 45
62 | CC(OC(=O)Cn1cnc2c1c(=O)n(C)c(=O)n2C)C(=O)NC1CCCCC1C (stereo not given) | 6% | 0.5 | 0.6%[50 µM] | 50
63 | COc1cc(OC)c2ccc(=O)oc2c1 | 8% | 11 | 2.4% | 54
64 | COc1ccc(C)cc1NC(C)C(=O)NC(=O)NC1CCCCC1 (stereo not given) | 6% | -1.4 | 0.9%[50 µM] | 53
65 | Cc1ccccc1C(=O)NCC(=O)OC(C)C(=O)NCc1ccco1 (stereo not given) | -5% | 1.6 | 0.3%[50 µM] | 55

Reformatted with each value named: entries from further up.
64	COc1ccc(C)cc1NC(C)C(=O)NC(=O)NC1CCCCC1 (stereo not given)
  Rac1 GTP hydrolysis = 6%	NTR1 ag = -1.4	K1F lysis inhibition = 0.9%[50 µM]	NTR1 ag cell count 20 µM = 53
65	Cc1ccccc1C(=O)NCC(=O)OC(C)C(=O)NCc1ccco1 (stereo not given)
  Rac1 GTP hydrolysis = -5%	NTR1 ag = 1.6	K1F lysis inhibition = 0.3%[50 µM]	NTR1 ag cell count 20 µM = 55
